TDP1 block = inhibitors of human tyrosyl-DNA phosphodiesterase TDP1. AID 485290. Q9NUW8. recombinant TDP1, AlphaScreen DNA substrate cleavage. Potency, µM (highest dose often 130 µM), for inactives: top-dose activity change, negative = inhibition, usual class: inhibitors. 0.28% of 350,000 active; note: nearly all actives have a fitted effect of over 40% in size
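Signal: AlphaScreen proximity between streptavidin donor and anti-FITC acceptor beads on intact substrate. Reaction: Tdp1 1 nM, substrate 15 nM final, 5 min RT after 15 min compound preincubation.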
DT40 TDP1 no CPT = qHTS for Inhibitors of human tyrosyl-DNA phosphodiesterase 1 (TDP1): qHTS in cells in absence of CPT | DT40 Tdp1-/- hTDP1 cells, no CPT, ATP luminescence, 48 h | Potency, µM (highest dose often 46.2 µM), inactives show top-dose activity change, negative = growth inhibition, usual class: inhibitors | 15% of 420,000 active | AID 686978, 2013; note: nearly all actives have a fitted effect of over 55% in size
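Stably hTDP1-transfected Tdp1-null chicken DT40 cells were treated with library compounds minus camptothecin and grown for at least 48 hr at 37 °C, after which cellular ATP was quantified by luminescence.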
GCN5L2 inh = blocks human GCN5L2 histone acetyltransferase; AID 504327; GCN5L2 HAT assay, ThioGlo1 CoA-SH fluorescence; 0.21% of 390,000 active; Q92830; Potency, µM (highest dose often 58.9 µM), for the others: at the top dose activity change, negative = inhibition, hits mostly inhibitors
Target sequence (Q92830 whole entry, looked up): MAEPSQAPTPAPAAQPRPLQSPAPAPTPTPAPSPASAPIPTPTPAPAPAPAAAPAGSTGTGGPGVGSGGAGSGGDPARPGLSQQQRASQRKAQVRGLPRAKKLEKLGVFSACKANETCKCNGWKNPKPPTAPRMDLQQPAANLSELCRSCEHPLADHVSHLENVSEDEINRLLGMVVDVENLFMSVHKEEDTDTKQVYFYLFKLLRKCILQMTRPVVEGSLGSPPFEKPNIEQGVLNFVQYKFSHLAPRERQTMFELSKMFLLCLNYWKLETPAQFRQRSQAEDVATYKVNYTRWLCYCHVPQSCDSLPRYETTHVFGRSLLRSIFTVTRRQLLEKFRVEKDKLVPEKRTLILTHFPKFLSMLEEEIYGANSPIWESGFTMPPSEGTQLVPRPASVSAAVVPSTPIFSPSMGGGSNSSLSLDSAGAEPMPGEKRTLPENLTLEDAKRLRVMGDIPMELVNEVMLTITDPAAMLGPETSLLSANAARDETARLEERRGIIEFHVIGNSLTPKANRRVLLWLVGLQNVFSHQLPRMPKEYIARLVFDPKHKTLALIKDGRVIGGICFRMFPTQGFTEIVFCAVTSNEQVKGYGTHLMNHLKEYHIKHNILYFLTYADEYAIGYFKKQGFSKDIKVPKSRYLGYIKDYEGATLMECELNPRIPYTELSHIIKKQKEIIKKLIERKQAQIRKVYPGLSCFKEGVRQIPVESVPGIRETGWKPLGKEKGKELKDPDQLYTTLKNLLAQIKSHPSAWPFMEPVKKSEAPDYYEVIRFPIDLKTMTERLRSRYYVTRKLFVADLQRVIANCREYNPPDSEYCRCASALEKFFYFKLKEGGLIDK
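ThioGlo1-coupled HAT assay: 20nM GCN5L2, 70uM acetyl-CoA, 75uM H3(1-25) peptide, pH 7.5. Fluorescence read at 340/540nm at start and after 20 min at room temperature.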
The depositor's hits bear a star; ? = inconclusive; . = not tested or not shown; & = joins results of further samples; [ ] = another dose, or the depositor's remark. Calls come from the whole dose curve; as a rule, active = well fitted curve in the direction sought with a large enough effect; inconclusive = small, poorly fitted or top-dose-only effect, or another doubt; inactive = no such curve, though single readings can be large; an effect the other way counts as inactive or inconclusive. % is set by controls: 0 for no effect and ±100 for the full control effect; potency is the fitted concentration of half-maximal effect.

Molecule	TDP1 block	DT40 TDP1 no CPT	GCN5L2 inh
CCN1CCN(Cc2nc3c(c(=O)n(C)c(=O)n3C)n2CCCc2ccccc2)CC1	0%	.	-4%
Cc1ccc(CCNC(=O)c2cc3c(-c4ccccc4F)nn(C)c3s2)cc1	4%	?	-11%
CCOC(=O)/C(=N\Nc1ccccc1)c1csc(Nc2ccc(C)cc2)n1	8%	?	-10%
CCOc1ccc(NC(=O)c2nc(S(=O)(=O)Cc3ccccc3F)ncc2Cl)cc1	-2%	0.33µM*	-6%
CCCNC(=O)c1ccc2nc(CCc3ccccc3)oc2c1	3%	?	-3%
COC(=O)C1=C(C(=O)OC)[C@@H]2N(C)c3ccc(OC)cc3[C@@]23C[C@@H](C(=O)OC)N(S(=O)(=O)c2ccc(OC)cc2)C3=N1	19%[12.3 µM]	-17%	-1%
COc1cccc(-c2nc(SCC(=O)N3CCc4ccccc43)c3c(=O)n(C)c(=O)n(C)c3n2)c1	5%	-3%	-5%
CCOC(=O)c1ccc(NC(=S)N2CCC(C(N)=O)(N3CCCCC3)CC2)cc1	3%	-17%	-7%
COc1ccc(NC(=S)NC2CCCCCC2)c(OC)c1	1%	23µM*	-6%
CCc1ccc(N2CC(C(=O)N3CCN(c4ccccn4)CC3)CC2=O)cc1 (centres undefined)	0%	?	-1%
CCCN1C(=O)/C(=C/c2c(N3CCNC(=O)C3CC(=O)OCC)nc3c(C)cccn3c2=O)SC1=S (centres undefined)	.	16µM*	-7%
CSc1cccc(Nc2cc(C(=O)NCCCN(Cc3ccccc3)C(C)C)c3ccccc3n2)c1	4%	4.6µM*	-13%
COc1ccc(NC(=O)c2cn3c4c(ccc(Cl)c4c2=O)OC(C)C3)cc1OC (centres undefined)	5%	?	-7%
CCC(=O)c1ccc(OCC(O)CNC(C)c2ccccc2)cc1 (centres undefined)	3%	?	1%
Cn1c(SCC(=O)NNC(=O)c2ccc(Cl)cc2)nnc1-c1cccnc1	0%	-3%	-13%

Further compounds
Molecule	TDP1 block	DT40 TDP1 no CPT	GCN5L2 inh
COc1cc(NC(=O)CCc2c(C)nc3c4c(C)cc(C)nc4nn3c2C)cc(OC)c1	3%	?	?
N#Cc1c(Nc2ccc(F)cc2)sc(C(=O)c2ccccc2)c1N	7%	?	1%
CC(NC(=O)CN(c1ccc(Cl)cc1)S(C)(=O)=O)c1ccccc1 (centres undefined)	.	5%	-2%
CCCC(=O)Nc1nnc(-c2ccc3c(c2)OCCO3)o1	1%	-6%	-2%
CCOc1ccc(C2c3c(oc4ccccc4c3=O)C(=O)N2CCCN2CCOCC2)cc1OCC (centres undefined)	7%	?	-12%
CCn1c(CC(=O)Nc2ccccc2OC)nnc1SCC(=O)Nc1ccccc1F	-3%	-14%	2%
O=C(c1ccccc1)c1nc2c(n1O)CCCCC2	5%	1%	1%
CN(C)S(=O)(=O)c1ccc(C(=O)OCCCN=C2NS(=O)(=O)c3ccccc32)cc1	5%	-24%	-3%
Cc1ccc(NC(=O)CSc2nncn3c2cc2sccc23)cc1F	5%	?	-2%
CCOc1cc(-c2ccc(OC(=O)c3ccccc3F)cc2)cc(=O)c2c(C)oc(C)c12	5%	13µM*	-7%
CC(=O)Nc1ccc(CN2CCCC(CO)(Cc3ccccc3C)C2)cc1 (centres undefined)	.	-17%	?
O=C1/C(=C/c2cccs2)SC(=S)N1N1CCOCC1	8%	-51%	?
Cc1onc(-c2c(F)cccc2Cl)c1C(=O)Nc1cccc(S(=O)(=O)NC2=NCCC2)c1	-2%	-18%	-5%
COc1ccc(-c2cc(C(F)(F)F)nc(-n3cncn3)n2)cc1	4%	-27%	-5%
CCOc1ccc(CNC(=O)c2ccc(NC(=O)N3CCCCc4ccccc43)cc2)cc1	6%	?	-5%

Some of the entries above in another layout.
The line under a structure holds: TDP1 block, DT40 TDP1 no CPT, GCN5L2 inh
CCCC(=O)Nc1nnc(-c2ccc3c(c2)OCCO3)o1
 : 1%, -6%, -2%
CCOc1ccc(C2c3c(oc4ccccc4c3=O)C(=O)N2CCCN2CCOCC2)cc1OCC (centres undefined)
 : 7%, ?, -12%
CCn1c(CC(=O)Nc2ccccc2OC)nnc1SCC(=O)Nc1ccccc1F
 : -3%, -14%, 2%

(listing goes on)
Molecule	TDP1 block	DT40 TDP1 no CPT	GCN5L2 inh
O=C(NCc1ccccc1F)C1CCN(Cc2cc3ccccc3n2Cc2cccc(Cl)c2)CC1	2%	23µM*	-7%
O=C(CN1CCN(C(=O)c2ccco2)CC1)Nc1cccc(S(=O)(=O)N2CCCC2)c1	2%	0%	0%
COc1ccc(-c2nn(-c3ccc(C)cc3)c3c2cnc2ccc(C)cc23)cc1OC	-2%	0%	3%
COc1ccc(S(=O)(=O)N2CC(=O)Nc3ccccc32)cc1Cl	.	-3%	-19%
NC(=O)CSc1ncc2c(n1)-c1ccccc1N(Cc1ccccc1)S2(=O)=O	0%	-8%	-8%
O=C(COC(=O)C1CC1)NC(=O)c1ccccc1	0%	-6%	-6%
CCOC(=O)CSc1nc2c(c(=O)[nH]1)C(C)(CC)Cc1ccccc1-2 (centres undefined)	.	16µM*	-12%
CCOC(=O)N1C2=NC(C(=O)OC)=C(C(=O)OC)[C@@H]3N(Cc4ccccc4)c4ccccc4[C@]23C[C@H]1C(=O)OC	7%[12.3 µM]	?	.
CCN(Cc1ccccc1)Cc1c(C)[nH]c2c(C)c(C)ccc2c1=O	0%	2%	-5%
COc1ccc(N2CCN(CC(O)COc3ccc(C)c(C)c3)CC2)cc1 (centres undefined)	-3%	?	4%&0%
O=C(Nc1cccs1)Nc1c(F)cc(F)cc1Br	-2%	23µM*	-1%
COc1ccccc1OCCn1c(-c2ccc(Br)cc2)nc2ccccc2c1=O	.	-13%	-4%
CCc1nnc(NS(=O)(=O)c2ccc(NC(=O)c3cc4ccccc4oc3=O)cc2)s1	-3%	.	-3%
O=C(NCCc1ccccc1)/C(=N\O)c1ccccc1	0%	0%	-14%
Cc1cc(-c2onc(C)c2C(=O)Oc2ccc(Cl)cc2)no1	-10%	-15%	0%

Reprinted from the entries so far for reference:
Molecule	TDP1 block	DT40 TDP1 no CPT	GCN5L2 inh
O=C(NCc1ccccc1F)C1CCN(Cc2cc3ccccc3n2Cc2cccc(Cl)c2)CC1	2%	23µM*	-7%
O=C(CN1CCN(C(=O)c2ccco2)CC1)Nc1cccc(S(=O)(=O)N2CCCC2)c1	2%	0%	0%
COc1ccc(-c2nn(-c3ccc(C)cc3)c3c2cnc2ccc(C)cc23)cc1OC	-2%	0%	3%
COc1ccc(S(=O)(=O)N2CC(=O)Nc3ccccc32)cc1Cl	.	-3%	-19%

Next part
Molecule	TDP1 block	DT40 TDP1 no CPT	GCN5L2 inh
Cc1cc(C)c(C#N)c(N2CCN(C(=O)C3COc4ccccc4O3)CC2)n1 (centres undefined)	-1%	?	1%
Cc1ccc(C(C(=O)NC2CCCCC2)N2CCOCC2)cc1 (centres undefined)	0%	-14%	-6%
COc1ccc(S(=O)(=O)NCCc2c(C)nn(C)c2Oc2ccccc2)cc1	2%	23µM*	-10%
O=C(Nc1nccs1)c1ccccc1[N+](=O)[O-]	-1%	-14%	-2%
O=C(Nc1nonc1NC(=O)C1CCCCC1)C1CCCCC1	4%	-10%	-1%
N#Cc1nc(Cc2cccc3ccccc23)oc1N1CCCCC1	7%	?	-5%
COc1ccccc1CNc1cc(-c2cccnc2)ncn1	.	-18%	-14%
CC(NC(=O)CCCCCNC(=O)N1CCn2c1nc1ccccc12)c1ccccc1 (centres undefined)	-2%	-36%	-2%
CCn1c(C)c(CS(=O)(=O)c2ccccc2)[nH]c1=O	3%	2.9µM*	-29%
CCOc1cc(C(Nc2cc(C)ccn2)c2ccc3cccnc3c2O)ccc1OC (centres undefined)	11%	?	-12%
COc1cc2oc(=O)c3c4c(cc5ccc(c1CCN(C)C)c2c53)OCO4	6%	?	.
COc1cc2c(cc1OC)C(C)N(C(=O)Nc1ccccc1)CC2 (centres undefined)	.	4.1µM*	-15%
CN1/C(=C\C=C(C#N)C#N)C(C)(C)c2ccccc21	6%	-16%	0%
CCCOc1cccc(C2C(C(=O)c3cccs3)=C(O)C(=O)N2CCN2CCOCC2)c1 (centres undefined)	.	3%	-8%
COc1ccc2oc(=N)c(-c3nnc4n3CCCCC4)cc2c1	5%	0%	-2%

4 compounds picked at random from those above:
Molecule	TDP1 block	DT40 TDP1 no CPT	GCN5L2 inh
CCOc1cc(C(Nc2cc(C)ccn2)c2ccc3cccnc3c2O)ccc1OC (centres undefined)	11%	?	-12%
COc1ccc2oc(=N)c(-c3nnc4n3CCCCC4)cc2c1	5%	0%	-2%
COc1ccc(S(=O)(=O)NCCc2c(C)nn(C)c2Oc2ccccc2)cc1	2%	23µM*	-10%
CCn1c(C)c(CS(=O)(=O)c2ccccc2)[nH]c1=O	3%	2.9µM*	-29%

Whole records, quoted from the list:
Results for Cc1ccc(C(C(=O)NC2CCCCC2)N2CCOCC2)cc1 (centres undefined) → TDP1 block: 0%; DT40 TDP1 no CPT: -14%; GCN5L2 inh: -6%
Results for CCOc1cc(C(Nc2cc(C)ccn2)c2ccc3cccnc3c2O)ccc1OC (centres undefined) → TDP1 block: 11%; DT40 TDP1 no CPT: ?; GCN5L2 inh: -12%
Results for O=C(NCCc1ccccc1)/C(=N\O)c1ccccc1 → TDP1 block: 0%; DT40 TDP1 no CPT: 0%; GCN5L2 inh: -14%

New compounds follow
Molecule	TDP1 block	DT40 TDP1 no CPT	GCN5L2 inh
Clc1nc(NC2CCCC2)nc(N2CCOCC2)n1	.	-27%	0%
O=C1C(=O)N(c2cccc(Cl)c2)C(c2ccccc2[N+](=O)[O-])/C1=C(\O)c1ccccc1 (centres undefined)	0%	0%	-10%
O=C(CSc1nc2ccccc2c(=O)[nH]1)Nc1ccccc1N1CCOCC1	2%	-25%	0%
CC(=O)c1ccc(NC(=O)c2cccs2)cc1	0%	-24%	-3%
Cc1ccc(CNC(=O)Nc2cc(C(=O)NCc3cccc(F)c3)ccc2N2CCCC2)cc1	4%	?	-3%
Cc1ccccc1-c1nc(CS(=O)(=O)CC(=O)NCCN2CCOCC2)c(C)o1	4%	-13%	-4%
COc1cc(-c2nnc(-c3ccccc3)o2)cc(OC)c1OC	-1%[56.1 µM]	12µM*	-4%
CCN1CCN(C(=O)c2ccc(COc3cccc(Cl)c3)o2)CC1	-6%	-24%	-1%
COC(=O)Cc1ccc(NC(=O)c2ccc3c(c2)C(=O)N(CC2CCCO2)C3=O)cc1 (centres undefined)	3%	-12%	?
CCCc1nnc(NS(=O)(=O)c2ccccc2)s1	.	-7%	?
CN1CCC(NCCC(c2ccc(F)cc2)c2ccc(Cl)cc2)CC1 (centres undefined)	.	5.8µM*	-1%
CCOc1ccccc1C(=O)N[C@H](C(=O)Nc1ccc(OC)c(S(=O)(=O)N2CCOCC2)c1)C(C)C	6%	?	-8%
Cc1ccccc1NC(=O)CC1NCCNC1=O (centres undefined)	5%	-1%	0%
COC(=O)c1cc(CNC(=O)c2ccc(N3CCCC3)c([N+](=O)[O-])c2)ccc1OC	7%	-2%	?
CCCCC1CCC(C(=O)OCC(=O)Nc2ccc(S(N)(=O)=O)cc2)CC1 (centres undefined)	1%	-21%	-17%
CN(CC(=O)Nc1ccccc1C(F)(F)F)C(=O)CC1OC(=O)c2ccccc21 (centres undefined)	0%	-6%	4%
CCN(CC)c1ccc(NC(=O)CCS(=O)(=O)c2cc3c(cc2Cl)NC(=O)CO3)c(C)c1	-3%	.	-7%

A portion of the library; rates above refer to the full screens.
